Bioassay records from PubChem BioAssay.
Dynein cargo inh = blocks dynein driven cargo transport along microtubules; z-score, hits read low; 0.47% of 220,000 active; AID 1381; 3617.4 mouse cells, GR-EGFP nuclear translocation imaging; test concentration mostly 20 µM; stimulated with dexamethasone, 1 µM; active compounds read low;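 active = plate z-score of nuclear minus cytoplasmic receptor signal below a set negative limit, without overly bright fluorescence or cell loss, cut at about -3.5 in these data, passing the limit was not always enough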;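 also: z-score of nuclear minus cytoplasmic ring GR-EGFP intensity difference per well; some compounds called inactive have numbers as strong as hits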
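Medium: Induction medium lacking tetracycline, stripped serum | Probe or stimulus: 1.0 µM final dexamethasone stimulus | Schedule: 48 h induction, then 1 h compound, then 30 min agonist, 37 °C | Signal: Automated 10x imaging of fixed Hoechst-stained cells | Evaluation: Per-cell GR-EGFP intensity, nucleus versus surrounding cytoplasmic ring, well-averaged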
LYP phosphatase = PTPN22 lymphoid phosphatase activity blockers – biochemical, fluorescence intensity, uHTS (AID 1779). recombinant LYP phosphatase, fluorescence intensity; higher % means a stronger effect. inhibition, % at 11.5 µM; hits with a dose series show IC50 in µM. 0.054% of 290,000 active;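 also: plate controls were vehicle with enzyme for no effect and no enzyme for full effect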
PMI inhibition = human PMI inhibitors, high substrate, primary screen, biochemical, fluorescence intensity, high mannose 6-phosphate (AID 1220) | recombinant PMI enzyme, coupled fluorescence intensity; higher % means a stronger effect | inhibition, % at 20 µM; hits with a dose series show IC50 in µM | 0.66% of 190,000 active
AID2073 = disruptors of CaV2.2 binding to Mint1 – biochemical, HTRF (AID 2073); HTRF protein-protein interaction, Mint1-CaV2.2; higher % means a stronger effect; inhibition, % at 20 µM, or IC50 in µM where a hit was titrated; 0.19% of 290,000 active; in the data active = inhibition mostly above about 51%, no sharp cut-off; inconclusive = no clear call, values can overlap the other calls; inactive = mostly below about 53%; also: some results filed as inactive read as strong as hits
XIAP displacement = XIAP antagonists, biochemical, IAP family, fluorescence polarization (AID 1018). one-dose displacement, % at 20 µM; IC50 in µM for titrated hits. 0.007% of 200,000 active. XIAP BIR domain, fluorescence polarization peptide displacement; higher % means a stronger effect; in the data active = displacement above about 50%; also: a part of the inactive calls stands beside numbers as strong as those of hits
P. falciparum M17LAP = P. falciparum M17LAP inhibitors, primary screen, biochemical, fluorogenic H-Leu-NHMec substrate, 1536-well (AID 1619) | recombinant M17LAP, H-Leu-NHMec fluorogenic kinetic assay; higher % means a stronger effect | 0.38% of 220,000 active | one-dose inhibition, % at 30 µM; IC50 in µM for titrated hits;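 active = compound inhibiting the enzyme by more than half at any dose during confirmatory dose-response retesting; inconclusive = strong single-dose inhibitors picked by rank but not retested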;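 also: plate controls were full reaction with DMSO carrier for no effect and no enzyme background for full effect; strong numbers were not always called active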
human PMI inhibition = MPI enzyme activity inhibition – biochemical, fluorescence intensity, coupled assay, primary screen (AID 1209); 0.42% of 190,000 active; inhibition, % at 20 µM; hits with a dose series show IC50 in µM; purified PMI enzyme, coupled fluorescence intensity; higher % means a stronger effect;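 also: plate controls were DMSO vehicle for no effect and wells lacking substrate for full effect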
Siah-1 displacement = blockers of Siah-1 interaction with plectin peptide – biochemical, fluorescence polarization, rhodamine-plectin, uHTS, primary screen (AID 1817); Siah-1 / rhodamine-plectin peptide fluorescence polarization; higher % means a stronger effect; one-dose displacement, % at 20 µM; IC50 in µM for titrated hits; 0.02% of 290,000 active;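 active = displacement of at least 50% at 20 µM, with a fluorescence ratio check between 0.3 and a set limit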;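 also: plate controls were Siah plus tracer with DMSO for no effect and tracer alone without Siah for full effect; strong numbers were not always called active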
P. falciparum M1AAP = malaria alanyl aminopeptidase activity blockers – biochemical, fluorogenic H-Leu-NHMec substrate, 1536-well (AID 1445) | recombinant M1AAP, H-Leu-NHMec fluorogenic kinetic assay; higher % means a stronger effect | inhibition, % at 30 µM, or IC50 in µM where a hit was titrated | 0.42% of 220,000 active;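 active = primary inhibition above the hit cutoff, then over 50% inhibition at one or more dose response concentrations, cut at about 23% in these data, passing the limit was not always enough; inconclusive = conflicting primary data, or primary hits not chosen for dose response; inactive = low primary inhibition, or under 50% at every dose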;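 also: plate controls were DMSO full reaction for no effect and no enzyme background for full effect; strong numbers were not always called active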
Dynein cargo inh cytoplasmic EGFP = second read-out of Dynein cargo inh, no call of its own (marks repeat the call); z-score; measured here: cytoplasmic GR-EGFP intensity; active compounds read high
Dynein cargo inh nuclear GR-EGFP = recorded beside Dynein cargo inh, whose call it bears; z-score; measured here: nuclear GR-EGFP intensity;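 lower value marks the stronger effect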
Dynein cargo inh cell count = further read-out of Dynein cargo inh, marked with its call; z-score; measured here: cell count per field
An asterisk follows results filed as active; u = inconclusive; x = no result given. Rule as the data show it, unless noted: active = inhibition above about 50%; inactive = the rest.

PMI inhibition,Siah-1 displacement,human PMI inhibition,Dynein cargo inh nuclear GR-EGFP,P. falciparum M1AAP,Dynein cargo inh cytoplasmic EGFP,XIAP displacement,P. falciparum M17LAP,LYP phosphatase,Dynein cargo inh,Dynein cargo inh cell count,AID2073,compound
5%,4%,8%,-0.045,6%,-0.13,-15%,5%,2%,-0.69,0.34,8%,Cc1nc2ccccc2c2oc(C(=O)NCC3COc4ccccc4O3)cc12 (stereo unspecified)
-3%,30%,-6%,-0.25,11%,0.04,-4.9%,44%,8%,-0.7,0.92,u,C=CCOc1ccccc1/C=c1\sc2nc(=O)c(C)nn2c1=O
0%,1%,11%,-0.47,8%,-0.12,-21%,-4%,1%,-0.62,0.79,3%,CN(CC(=O)N1CCN(c2cccc(Cl)c2)CC1)S(=O)(=O)c1cccs1
-19%,-12%,67%*,0.4,6%,-0.16,-7.0%,4%,-6%,0.69,-0.25,54%,CC[n+]1c(C)sc2c3ccsc3ccc21
1%,5%,5%,-0.26,12%,-0.29,-1.5%,2%,-6%,-0.83,0.51,-3%,CCOC(=O)C1CCN(C(=O)COc2ccc(S(=O)(=O)NC(C)(C)C)cc2)CC1
9%,15%,20%,0.65,-2%,-0.23,-9.0%,-16%,1%,0.9,-0.9,-5%,CCOC(=O)CC(NC(=O)c1cc2cc(Br)ccc2oc1=O)c1cccc([N+](=O)[O-])c1 (stereo unspecified)
-2%,-4%,0%,0.4,13%,-0.44,-1.5%,-7%,-6%,0.24,0.099,4%,O=C1CCCc2sccc2N1
10%,-4%,2%,0.49,8%,0.045,-0.9%,-12%,-2%,1.3,-2.2,-3%,CC12CC(NC(=O)N1c1cccc(C(=O)NCc3ccccc3)c1)c1ccccc1O2 (stereo unspecified)
2%,-3%,-1%,0.41,1%,-0.32,-15%,9%,-2%,-0.11,0.079,7%,O=C(c1ccco1)N1CCN(C(=O)c2cc3cc([N+](=O)[O-])ccc3oc2=O)CC1
3%,6%,1%,0.2,10%,-0.11,-1.0%,16%,-4%,0.15,0.35,-3%,CCc1nnc(NC(=O)CSc2nnc(C3CCCCC3)n2-c2ccccc2)s1
x,-2%,x,-0.77,0%,-0.2,-5.0%,-14%,-4%,-1,0.5,-19%,CCN(CC)C(=S)NCCc1ccccc1
2%,6%,6%,-0.53,5%,-0.27,-5.0%,0%,-3%,-0.7,0.85,39%,Cc1cc(C)cc(NCc2cc(=O)oc3cc(-c4ccccc4)c(O)cc23)c1
6%,-1%,3%,-0.42,-8%,0.64,-5.3%,7%,-12%,-0.76,0.42,5%,Cc1nc(NC(=O)/C=C/c2ccccc2)sc1C(=O)Nc1ccccc1
-2%,2%,-5%,0.3,-9%,0.041,-6.5%,3%,1%,-0.037,0.056,u,O=C(O)CCSc1nc2ccccc2n1CCOc1ccccc1
-10%,4%,-6%,-0.6,0%,-0.3,-12%,12%,-9%,-0.28,0.27,-4%,CC(=O)Nc1ccccc1Sc1ccc2c3c(cccc13)C(=O)N(c1ccc(C)cc1)C2=O

Next structures follow.
PMI inhibition,Siah-1 displacement,human PMI inhibition,Dynein cargo inh nuclear GR-EGFP,P. falciparum M1AAP,Dynein cargo inh cytoplasmic EGFP,XIAP displacement,P. falciparum M17LAP,LYP phosphatase,Dynein cargo inh,Dynein cargo inh cell count,AID2073,compound
5%,2%,1%,0.18,20%,-0.23,-5.5%,28%,2%,0.13,0.55,0%,O=c1c(Sc2ccccc2)c(C(F)(F)F)[nH]n1-c1ccccc1
5%,5%,8%,-0.017,5%,-0.37,-4.2%,11%,-7%,0.2,0.75,-5%,CCCCCCCCCCC(=O)Nc1cccnc1
0%,3%,-2%,0.43,1%,0.11,-4.8%,9%,1%,-0.68,0.4,-2%,O=C(NCc1ccccc1)C1CCC(CNc2c(N3CCCCC3)c(=O)c2=O)CC1 (stereo unspecified)
-4%,2%,3%,0.87,12%,-0.29,-3.0%,0%,-2%,0.36,-0.87,0%,N#CCCN(C(=O)COC(=O)c1ccc2c(=O)n3c(nc2c1)CCC3)c1ccc(F)cc1
2%,1%,4%,-0.58,-2%,-0.098,-0.3%,-314%,-3%,-1.1,1,5%,O=S(=O)(O)c1nc2ccccc2n1Cc1ccc(Cl)cc1
40%,-3%,14%,0.54,-3%,-0.14,-9.4%,16%,-13%,0.69,-0.69,-5%,COc1ccccc1N1C(=O)N(C(C)=O)C2C1Nc1ccccc1N2C (stereo unspecified)
6%,-2%,4%,0.62,0%,-0.28,-11%,5%,0%,1.7,-0.69,1%,Cc1ccc(CNC(=O)CCC2CCCN(C(=O)c3ccc4c(c3)OCO4)C2)o1 (stereo unspecified)
2%,4%,10%,-0.28,3%,-0.28,-6.1%,4%,-3%,0.078,0.3,7%,CCN(CC)C(=O)N1CCN(C(=O)N2CCOCC2)CC1
-3%,4%,0%,0.59,4%,-0.21,0.8%,-1%,-25%,0.16,-0.99,35%,N#Cc1nc(-c2ccc(Cl)cc2)oc1NCC1CCCO1 (stereo unspecified)
-3%,9%,0%,-0.56,0%,-0.21,-4.8%,16%,-3%,-1.3,0.73,2%,CN(C)S(=O)(=O)c1cc(NC(=O)CN2CCOCC2)ccc1Cl
-2%,0%,6%,-0.43,10%,-0.21,-5.8%,-8%,-3%,-0.41,0.7,11%,O=C(NCCO)c1cccc(Nc2nc(-c3ccccc3)c3cc(Cl)ccc3n2)c1
9%,2%,8%,-0.1,9%,-0.12,-5.9%,-4%,4%,-0.21,-0.11,4%,O=C(Nc1nc(-c2ccc(Cl)s2)cs1)c1ccccc1
-9%,3%,-5%,0.071,25%*,-0.26,-0.4%,-115%,-36%,0.43,-0.066,25%,Cc1ccc(-c2cn3cccnc3n2)cc1NC(=O)c1ccc(Br)o1
-10%,-3%,-1%,0.28,1%,1.5,-5.7%,-1%,3%,0.44,-0.45,5%,COc1ccc(C2c3c(n[nH]c3C)CC(C)(O)C2C(C)=O)cc1OC (stereo unspecified)
6%,5%,10%,1.9,9%,-0.025,4.5%,3%,-5%,1.6,-3.3,-10%,O=C(NC(=S)NCCc1ccccc1)C1CCCCC1

Further records follow.
PMI inhibition,Siah-1 displacement,human PMI inhibition,Dynein cargo inh nuclear GR-EGFP,P. falciparum M1AAP,Dynein cargo inh cytoplasmic EGFP,XIAP displacement,P. falciparum M17LAP,LYP phosphatase,Dynein cargo inh,Dynein cargo inh cell count,AID2073,compound
5%,1%,6%,0.27,-9%,-0.21,1.0%,-8%,-7%,-0.14,-0.22,-2%,O=c1ccccn1Cc1c(F)cccc1Cl
8%,2%,10%,0.029,-1%,-0.19,-5.2%,3%,2%,-0.45,0.038,3%,CCOC(=O)N1CCC(Nc2c(Nc3ccc(C)c(C)c3)c(=O)c2=O)CC1
3%,0%,2%,-0.35,-1%,-0.27,-2.5%,-4%,-5%,-0.78,0.18,-4%,COC(=O)CCNS(=O)(=O)c1ccc2ccccc2c1
x,45%,57%*,0.12,u,-0.27,-1.4%,9%,-5%,-0.14,0.54,76%,O=C(CCN1CCN(c2ccccc2)CC1)N/N=C/c1ccc(O)c(O)c1O
13%,9%,19%,-0.21,5%,-0.24,-5.7%,4%,2%,-0.24,0.61,6%,COC(=O)c1ccccc1NC(=O)C1CCCN(S(=O)(=O)c2ccc(OC)cc2)C1 (stereo unspecified)
6%,0%,13%,-0.095,7%,-0.26,-9.0%,1%,12%,0.36,-0.58,17%,COc1ccc(N2C(=O)/C(=C\c3ccco3)N=C2SCC(=O)NC(C)(C)C)cc1Cl
-8%,-6%,-20%,-0.19,0%,0.057,-0.6%,-3%,-3%,-1.2,0.98,1%,O=C1C=C(O)C(n2cncn2)C(c2ccc(F)cc2)C1 (stereo unspecified)
6%,-2%,4%,-0.5,11%,-0.22,16%,2%,-4%,0.13,0.23,11%,CCOC(=O)C1CCN(c2ccc([N+](=O)[O-])cc2)CC1
-20%,-3%,-21%,0.3,8%,-0.25,0.5%,29%,4%,0.58,-0.43,2%,CCOC(=O)c1ccc(N2C(=O)C(O)=C(C(C)=O)C2c2ccccc2)cc1 (stereo unspecified)
-3%,0%,3%,-0.82,5%,-0.3,-2.7%,15%,-8%,-0.78,1.6,0%,Cc1cc(OCCn2cnc3ccccc3c2=O)ccc1[N+](=O)[O-]
6%,-1%,2%,0.038,5%,-0.11,-9.0%,0%,6%,0.021,0.38,8%,CCOC(=O)C1=C(C)N(C)C(C)=C(C(=O)OCC)C1c1ccsc1
-8%,-5%,-4%,-0.1,2%,-0.21,0.8%,21%,-3%,-0.18,0.68,5%,Fc1cccc(CSc2ccc3nnc(-c4cccnc4)n3n2)c1
1%,18%,3%,0.19,7%,-0.32,-8.8%,5%,2%,-0.18,0.47,-5%,Cc1ccc(C(=O)c2ccccc2C(=O)OCC(=O)NC(=O)NC(C)(C)C)cc1
-7%,7%,-4%,-0.064,3%,-0.2,-4.8%,1%,-4%,-0.7,0.74,20%,O=C(N[C@@H](Cc1ccccc1)C(=O)O)c1c(F)c(F)c(F)c(F)c1F
-4%,2%,-9%,1,1%,-0.0034,-3.9%,-6%,-5%,0.51,-0.39,1%,COCCn1cnc2cc(C)c(C)cc21
-4%,-7%,8%,-0.034,4%,-0.21,-5.9%,-5%,-7%,-0.91,1,-2%,O=[N+]([O-])c1ccccc1N/N=C/c1cc2ccccc2nc1Cl

One compound at a time (already shown).
Results for `COc1ccc(N2C(=O)/C(=C\c3ccco3)N=C2SCC(=O)NC(C)(C)C)cc1Cl` : PMI inhibition: 6%; Siah-1 displacement: 0%; human PMI inhibition: 13%; Dynein cargo inh nuclear GR-EGFP: -0.095; P. falciparum M1AAP: 7%; Dynein cargo inh cytoplasmic EGFP: -0.26; XIAP displacement: -9.0%; P. falciparum M17LAP: 1%; LYP phosphatase: 12%; Dynein cargo inh: 0.36; Dynein cargo inh cell count: -0.58; AID2073: 17%
Results for `CC(=O)Nc1ccccc1Sc1ccc2c3c(cccc13)C(=O)N(c1ccc(C)cc1)C2=O` : PMI inhibition: -10%; Siah-1 displacement: 4%; human PMI inhibition: -6%; Dynein cargo inh nuclear GR-EGFP: -0.6; P. falciparum M1AAP: 0%; Dynein cargo inh cytoplasmic EGFP: -0.3; XIAP displacement: -12%; P. falciparum M17LAP: 12%; LYP phosphatase: -9%; Dynein cargo inh: -0.28; Dynein cargo inh cell count: 0.27; AID2073: -4%
